CHO parental Ca: signal in parental CHO cells, OX1R antagonist counter-screen. parental CHO-K1, ATP-induced calcium, Fluo-8 fluorescence. 330,000 tested, 0.63% active. inhibition, % at 5.6 µM;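 active = inhibition above that plate's mean sample inhibition plus 3 SD, cut at about 26% in these data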;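 also: 0% = ATP-challenged DMSO wells and 100% = DMSO wells without ATP; some compounds past the cut are filed as inactive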
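Assay system – parental CHO cells · Reagent – ATP stimulus · Detection – intracellular calcium via Fluo-8 no-wash fluorescent dye · Evaluation – percent inhibition of ATP-evoked calcium rise, normalized to controls · Controls – ATP wells versus no-ATP DMSO wells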
M1 ag parental: counter-screen for M1 agonists: effect in parental CHO-K1 cells; Fluo-8 calcium fluorescence; scaled to maximal ATP response, vehicle zero; activation, % at 3 µM; 360,000 tested, 0.48% active; AID 602248; in the data active = activation above about 15%;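 also: untransfected CHO-K1 host cells lacking M1 receptor as counterscreen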
OXTR potentiator: potentiators of human oxytocin receptor; activation, % at 3 µM; CHO-OTR cells, Fluo-8 calcium fluorescence, potentiator mode; 0% = oxytocin EC15, 100% = EC100; P30559; 320,000 tested, 0.061% active;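 active = activation above that plate's cutoff, the mean activation of tested compounds plus 3 SD, cut at about 6.6% in these data, passing the limit was not always enough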;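 also: 100% uses oxytocin at 75 nM as the full agonist control; some results filed as inactive read as strong as hits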
Target sequence (P30559 whole entry, looked up): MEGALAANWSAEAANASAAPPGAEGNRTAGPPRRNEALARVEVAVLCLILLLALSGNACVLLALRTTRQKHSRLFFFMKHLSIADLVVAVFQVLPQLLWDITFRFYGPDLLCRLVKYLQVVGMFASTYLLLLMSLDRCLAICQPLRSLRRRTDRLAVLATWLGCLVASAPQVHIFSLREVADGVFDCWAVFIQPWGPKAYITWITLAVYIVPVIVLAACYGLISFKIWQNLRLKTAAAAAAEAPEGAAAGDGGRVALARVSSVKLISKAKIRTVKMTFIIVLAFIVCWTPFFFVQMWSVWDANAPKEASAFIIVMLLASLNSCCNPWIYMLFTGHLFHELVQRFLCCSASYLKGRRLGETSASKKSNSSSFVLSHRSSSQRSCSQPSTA
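assay system = CHO-OTR cells, human receptor | schedule = compound 6 min at room temperature before oxytocin, 100 s read | detection = Fluo-8 intracellular calcium fluorescence, ex 470-495, em 515-575 nm | evaluation = normalized max/min fluorescence ratio, % activation | control set = EC15 oxytocin alone as 0%, 75 nM oxytocin (EC100) as 100%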
CHRM1 PAM: positive allosteric modulators of human M1 muscarinic receptor | CHO-K1 hM1, Fluo-8 calcium fluorescence, ACh EC20; 0% = ACh EC20, 100% = maximal ACh | activation, % at 3 µM | 360,000 tested, 0.088% active | AID 588819; in the data active = activation above about 19%, passing the limit was not always enough
Target sequence (P11229 whole entry, looked up): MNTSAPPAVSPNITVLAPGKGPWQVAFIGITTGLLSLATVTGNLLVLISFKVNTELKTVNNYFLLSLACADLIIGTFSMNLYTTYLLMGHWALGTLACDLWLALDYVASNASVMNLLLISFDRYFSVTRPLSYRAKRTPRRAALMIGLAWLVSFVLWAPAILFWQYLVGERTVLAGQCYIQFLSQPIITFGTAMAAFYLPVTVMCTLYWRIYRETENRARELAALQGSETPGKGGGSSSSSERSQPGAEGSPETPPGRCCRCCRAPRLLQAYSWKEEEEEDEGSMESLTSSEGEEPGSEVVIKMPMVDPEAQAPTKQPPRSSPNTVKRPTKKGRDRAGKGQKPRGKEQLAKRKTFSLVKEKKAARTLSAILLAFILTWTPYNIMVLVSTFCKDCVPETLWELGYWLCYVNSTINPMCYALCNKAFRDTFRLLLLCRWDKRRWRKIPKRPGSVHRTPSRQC
CHRM4 agonist: agonists of human muscarinic M4 receptor (CHRM4); 360,000 tested, 0.14% active; activation, % at 3 µM; AID 624127; CHO-K1 hM4/Gqi5, Fluo-8 calcium fluorescence; vehicle 0%, full acetylcholine response 100%;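 active = activation above the run mean over all test wells plus 3 SD, cut at about 32% in these data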;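 also: peak over basal fluorescence ratio per well then scaled between controls; 0% = DMSO wells and 100% = acetylcholine at EC100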
CHRM1 agonist: human M1 muscarinic receptor agonism. CHO-K1 hM1, Fluo-8 calcium fluorescence, agonist mode; 0% DMSO, 100% acetylcholine EC100. activation, % at 3 µM. 360,000 tested, 0.33% active. AID 588814;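 active = activation above the run's mean compound activation plus 3 SD, cut at about 16% in these data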;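 also: peak over basal fluorescence ratio within a 140 s kinetic read after compound addition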
CHO-K1 Ca antag: M1 antagonist counterscreen hit in parental CHO-K1 cells | ATP-induced calcium, Fluo-8 fluorescence | inhibition, % at 3 µM | 360,000 tested, 0.6% active;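 active = inhibition above a per-plate cutoff, the plate's mean sample inhibition plus 3 SD, cut at about 24% in these data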;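 also: 0% = DMSO plus EC80 ATP and 100% = DMSO alone without ATP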
M4 antag: blocks acetylcholine activation of human M4 receptor; CHO-hM4 cells, ACh EC80, Fluo-8 calcium fluorescence; 360,000 tested, 0.73% active; inhibition, % at 3 µM;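 active = inhibition above its plate's cutoff, the mean inhibition of sample wells plus 3 SD, cut at about 27% in these data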;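 also: 0% = acetylcholine EC80 with DMSO and 100% = DMSO without agonist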
M1 antag: human CHRM1 antagonism; inhibition, % at 3 µM; CHO-K1 hM1, Fluo-8 calcium fluorescence, ACh EC80 antagonist; AID 588852; P11229; 360,000 tested, 1.3% active;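 active = percent inhibition above its own plate's cutoff, namely the mean of that plate's compound wells plus 3 SD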;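 also: peak over basal fluorescence ratio during 140 s after agonist addition; 0% = ACh EC80 plus DMSO and 100% = DMSO alone without agonist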
Numbers without * were called inactive; . = not tested or not shown.

SMILES	CHO parental Ca	M1 ag parental	OXTR potentiator	CHRM1 PAM	CHRM4 agonist	CHRM1 agonist	CHO-K1 Ca antag	M4 antag	M1 antag
COC(=O)c1cc(S(=O)(=O)NCCc2ccc(Cl)cc2)c[nH]1	2	1.1	0	10	4	2	-8	-10	-13
Cc1ccc(NC(=O)CN(C)C(=O)c2cccc(S(=O)(=O)NCc3cccs3)c2)cc1	-18	-0.1	-7	0	2	-4	-11	9	4
NC(=O)c1ccc(NC(=O)Cc2ccc(S(=O)(=O)N3CCCCC3)cc2)cc1	-9	0.6	-6	-6	0	-6	-1	9	12
O=C(Nc1ccc(F)cc1)N1CCN(c2nc3ccccc3s2)CC1	4	5.1	-12	-1	13	-1	-7	-4	-5
COc1nc(-c2cccs2)cc(-c2ccc(C)cc2)c1C#N	-21	0.2	-3	2	1	-5	-24	-5	-9
Cc1cc(C)c(NC(=O)CNC(=O)Cc2sc(C)nc2-c2ccc(F)cc2)c(C)c1	-44	-0.6	-9	7	0	-6	-10	-13	-16
CN(C)c1ccc(-c2ccnc3c2CC(C)(C(=O)Nc2ccc(F)c(Cl)c2)O3)cc1 (stereo not given)	.	0.0	.	8	-1	-5	-7	-5	-20
CC(C)c1ccc(N(CC(=O)NCc2cccnc2)S(=O)(=O)c2ccccc2)cc1	-25	1.4	-2	3	4	-6	-11	-9	-10
CC(=O)N/C(=C\c1ccccc1)C(=O)NCc1ccc2c(c1)OCO2	-3	0.1	-14	-5	0	-5	4	1	13
CC1CCCCC12NC(=O)N(CC(=O)NCc1ccc3c(c1)OCO3)C2=O (stereo not given)	-14	0.6	1	-3	2	-2	-2	6	-2
COc1cccc(NC(=O)CCC2CCN(C(=O)C3CC=CCC3)CC2)c1 (stereo not given)	-25	1.6	-6	6	4	-8	-22	-11	-16
COc1ccc(NC(=O)CN(C)C(=O)c2ccccc2CCc2ccccc2)cc1	-34	0.4	-11	12	9	5	11	-5	-1
Cc1ccc(NC(=O)c2cccc(OCc3c(C)noc3C)c2)cc1S(=O)(=O)Nc1ccccc1Cl	0	1.6	-1	-6	0	-5	5	12	2
CCOc1ccc(NC(=O)c2cc(S(=O)(=O)N3CCOCC3)cn2C)cc1	-2	0.5	0	3	2	-3	15	1	0
O=C(CCC(=O)c1ccccc1)Nc1ccc(C(=O)O)cc1	.	0.4	.	15	0	-3	2	-8	-18
O=C(CN1CCN(S(=O)(=O)c2ccc(F)cc2)CC1)NC1CC1	-3	1.5	-4	6	1	-3	-12	-9	-14
Cc1cccc(S(=O)(=O)NCCc2cn3ccccc3n2)c1	-7	9.2	-7	1	0	-8	14	4	4
COc1ccc(OC)c(-n2c(C)nc3cc(C(=O)O)ccc32)c1	-2	0.8	1	-1	0	-2	-4	4	-16
COC(=O)c1cccc(NC(=O)c2cc3ccccc3o2)c1	-15	1.3	-12	16	9	-3	-18	-18	-18
O=C(NCc1ccco1)c1cc2ccc(O)cc2oc1=O	-4	-0.1	-9	2	0	-3	-5	7	-3
Cc1ccc(S(=O)(=O)N2CCN(C(=O)CSc3ncn[nH]3)CC2)c(C)c1	8	0.4	-9	9	2	-1	2	-7	-17
COc1ccc(C(=O)c2cnc(C(C)C)n2C)cc1	-6	0.9	-2	4	0	-2	-16	6	-3
CC(C)(C)NC(=O)C(c1ccncc1)N(Cc1ccco1)C(=O)c1ccc(-c2ccccc2)[nH]1 (stereo not given)	-14	1.2	-1	3	8	1	-4	-2	0
NC(=O)CC(NC(=O)c1ccccc1)c1ccc(NC2CCCCC2)c([N+](=O)[O-])c1 (stereo not given)	-12	-0.5	-2	12	0	2	0	-14	-9
CCOC(=O)C1=C(Nc2ccccc2)CSC1	.	0.9	.	3	0	-1	-13	-13	-16
COc1ccccc1N/C=C(\C#N)c1nc2ccccc2[nH]1	-10	0.3	-13	5	1	-7	1	-10	2
CCc1nc2ccc(C(=O)N3CCN(CC)CC3)cc2nc1CC	-11	1.9	0	0	0	-9	-12	21	9
O=C(Nc1ccc(N2CCCCC2)cc1)c1ccc(F)cc1	11	0.2	-9	-2	0	-6	-4	2	-3
O=Cc1c(NCCc2ccc(F)cc2)c2ccccc2[nH]c1=O	-10	2.7	-7	4	5	-7	-11	-1	-6
c1ccc(SCCN2CCc3ccccc3C2)cc1	-13	-0.5	-11	-2	-1	-9	-2	-9	1
Cn1c(Nc2ccc(F)cc2)nc2cc(-c3ccsc3)sc2c1=O	.	1.4	.	-1	1	-5	-16	-14	-9
Cc1cc2ncn(C3CC(=O)N(Cc4ccc(N5CCCC5=O)cc4)C3=O)c2cc1C (stereo not given)	-21	8.1	-4	-8	18	4	-9	-11	0
O=[N+]([O-])c1ccc2[nH]cc(S(=O)(=O)N3CCN(c4cccc(Cl)c4)CC3)c2c1	-4	1.0	-5	6	2	-4	-9	6	-10
CCN(CC)c1nc2c(s1)C(=O)CC(C)(C)C2	-6	0.2	-7	1	0	-5	-6	6	6
CCOc1ccccc1-c1cncc(NC)n1	.	-0.2	.	7	0	-3	-19	-7	-22
O=[N+]([O-])c1ccc(O)c(/C=N/Nc2nc3ccccc3[nH]2)c1	-21	1.5	-1	0	3	-2	-13	-5	-2
CCC(=O)Nc1ccc(S(=O)(=O)Nc2c(NC)c3ccccc3oc2=O)cc1	-5	3.0	-4	0	4	-3	-14	5	6
O=C(COc1ccccc1)Nc1nnc(S(=O)(=O)N2CCCCCC2)s1	-5	0.1	-8	21	1	5	-3	-12	-19
O=[N+]([O-])c1cc(C(F)(F)F)cc([N+](=O)[O-])c1NCCCN1CCOCC1	-21	0.0	0	7	1	-7	13	9	-2
O=c1[nH]nc2n1CCCCC2	1	-0.2	-8	13	0	-1	-9	-2	-28
COc1ccc(CCNC(=O)COC(=O)CCC(=O)c2ccc(F)cc2)cc1OC	-13	1.1	-3	7	4	-2	-11	-14	-9
O=[N+]([O-])c1ccc(/C=N/N2CCN(c3ccncc3S(=O)(=O)N3CCCCC3)CC2)cc1	-15	0.0	-1	-2	2	-8	1	10	7
O=S(=O)(NCc1cn2ccccc2n1)c1cc(F)ccc1F	-6	0.9	-2	9	1	2	10	16	-5
CN(C)c1ccc(/C=C2/NC(=O)NC2=O)cc1	4	3.5	-10	2	8	-5	-14	2	4
O=C(O[C@@H](C(=O)O)[C@@H](OC(=O)c1ccccc1)C(=O)O)c1ccccc1	-7	0.9	2	2	0	-3	-10	6	-7
Cc1ccc(O)c(N/C=C/C(=O)c2ccc(F)cc2)c1	-6	0.0	-7	2	1	-6	4	1	-4
Cc1cccc(CC(=O)N2CCC(n3nccc3NC(=O)C3CC3)CC2)c1	-1	0.8	-5	14	1	-1	-9	-12	-15
C=CCN(CC=C)C(=S)NC(=O)/C=C/c1ccc(C)cc1	-16	0.0	1	6	0	-6	0	2	-7
O=C(Nc1c(C(=O)N2CCC(N3CCCCC3)CC2)oc2ccccc12)c1c(F)cccc1F	-4	-0.3	-3	-3	0	-6	11	12	14
COc1ccc(CCC(=O)Nc2cc([N+](=O)[O-])ccc2OC)cc1	3	2.1	-5	-7	4	-8	-11	-1	8
CC(C)=CCN1CCN(Cc2cnc(N3CCCC3)s2)CC1CCO (stereo not given)	-19	0.7	-5	5	0	-8	-13	-6	-8
C/C(=N\NC(=O)c1ccc2ccccc2c1)c1cccnc1	-12	0.3	-4	11	0	-3	-4	-3	-15
CCN(CC)c1ncnc2c1ncn2[C@H]1CN(Cc2ccccc2)C[C@@H](CO)O1	.	0.6	.	6	2	-2	-10	2	-5
CCOc1ccc(C2c3c(oc4cc(C)c(C)cc4c3=O)C(=O)N2CCCN2CCOCC2)cc1 (stereo not given)	-23	0.3	5	5	0	-3	-2	1	-11
COc1ccc(NC(=O)/C(=C\c2ccccc2)NC(=O)c2ccco2)cc1	-16	0.7	-9	6	2	-1	-3	-6	-10
O=C(N/N=C/c1ccccc1)C(=O)N/N=C/c1ccccc1	-5	0.6	1	16	0	-1	-12	-3	-22
CCOC(=O)N/N=C/c1cc(C)n(-c2ccccc2)c1C	-8	-0.1	-7	9	0	-5	-1	-13	-7
COc1ccc(NC(=O)CSc2nnc(CNC(=O)c3ccco3)o2)cc1	-6	0.5	-6	1	1	-4	-4	-4	2
CC1CN(Cc2nc3c(c(=O)n(C)c(=O)n3C)n2Cc2ccccc2)CC(C)O1 (stereo not given)	0	0.8	0	6	0	-5	-3	-10	-16
COc1ccc(-c2cc(C(=O)Nc3c(C)n(C)n(-c4ccccc4)c3=O)c3ccccc3n2)cc1	-16	7.6	-7	0	22	-3	-6	-12	-1

(further entries)
SMILES	CHO parental Ca	M1 ag parental	OXTR potentiator	CHRM1 PAM	CHRM4 agonist	CHRM1 agonist	CHO-K1 Ca antag	M4 antag	M1 antag
COc1cccc(CC(=O)OCC(=O)NCC(=O)Nc2cccc(C)c2C)c1	-6	0.1	0	4	1	-2	14	-10	-5
N#Cc1nc(-c2ccc(F)cc2)oc1N1CCCC1	-11	0.3	-14	10	1	-1	2	-5	-33
CCOC(=O)C1=NN(c2ccccc2)C(c2ccccc2)CC1=O (stereo not given)	-24	0.0	-6	10	0	-2	-9	0	-13
CCOc1ccc(N(C(C)=O)C2C=CS(=O)(=O)C2)cc1 (stereo not given)	2	0.2	1	-2	0	-1	4	5	4
O=C(NC1=NCCS1)c1ccccc1OCc1ccc(F)cc1	-22	0.9	-9	13	2	-3	-9	4	-12
CCOc1ccc(NS(=O)(=O)c2ccc(OCC(=O)N3CCCC3)cc2)cc1	-4	0.8	-4	-2	1	1	-4	-1	4
Cc1cc(NC(=O)COC(=O)CNC(=O)c2cccs2)c([N+](=O)[O-])cc1C	-18	0.6	-10	7	3	2	3	-5	-12
Cc1ccc(C2OC3=C(C(=O)CC(C)(C)C3)C(N)=C2C#N)o1 (stereo not given)	-14	0.5	-2	9	1	-7	-14	-2	-8
CCC(C)c1ccccc1N=Cc1ccc2c(c1)OCO2 (stereo not given)	-7	1.0	-9	10	2	-3	-23	-12	-10
O=C(OCC#CCSc1nnc(-c2ccccc2)o1)c1cc2ccccc2o1	-1	0.4	-2	8	0	-4	-5	3	-24
COc1ccc(C)cc1S(=O)(=O)N1CCN(c2cccc(C(F)(F)F)c2)CC1	-7	0.0	-19	-7	1	-4	11	-11	14

Molecules listed so far containing a COOH group:
SMILES	CHO parental Ca	M1 ag parental	OXTR potentiator	CHRM1 PAM	CHRM4 agonist	CHRM1 agonist	CHO-K1 Ca antag	M4 antag	M1 antag
O=C(CCC(=O)c1ccccc1)Nc1ccc(C(=O)O)cc1	.	0.4	.	15	0	-3	2	-8	-18
COc1ccc(OC)c(-n2c(C)nc3cc(C(=O)O)ccc32)c1	-2	0.8	1	-1	0	-2	-4	4	-16
O=C(O[C@@H](C(=O)O)[C@@H](OC(=O)c1ccccc1)C(=O)O)c1ccccc1	-7	0.9	2	2	0	-3	-10	6	-7

Individual results from the results shown.
O=C(Nc1c(C(=O)N2CCC(N3CCCCC3)CC2)oc2ccccc12)c1c(F)cccc1F – M1 antag = 14
O=C(Nc1ccc(F)cc1)N1CCN(c2nc3ccccc3s2)CC1 – M1 antag = -5

Assay outcomes as filed in PubChem BioAssay.
